Screening data from PubChem BioAssay.
GPR151 activ: activators of human GPR151, primary screen, cell-based, PathHunter beta-arrestin, luminescence; activation, % at 11.2 µM; PathHunter beta-arrestin GPR151 cells; hit rate 1% among 650,000; G-protein coupled receptor 151 (Homo sapiens), Q8TDV0; in the data active = activation above about 4.9%;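 note: 0% = median of compound wells and 100% = cells with positive control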
Target sequence (Q8TDV0 whole entry, looked up): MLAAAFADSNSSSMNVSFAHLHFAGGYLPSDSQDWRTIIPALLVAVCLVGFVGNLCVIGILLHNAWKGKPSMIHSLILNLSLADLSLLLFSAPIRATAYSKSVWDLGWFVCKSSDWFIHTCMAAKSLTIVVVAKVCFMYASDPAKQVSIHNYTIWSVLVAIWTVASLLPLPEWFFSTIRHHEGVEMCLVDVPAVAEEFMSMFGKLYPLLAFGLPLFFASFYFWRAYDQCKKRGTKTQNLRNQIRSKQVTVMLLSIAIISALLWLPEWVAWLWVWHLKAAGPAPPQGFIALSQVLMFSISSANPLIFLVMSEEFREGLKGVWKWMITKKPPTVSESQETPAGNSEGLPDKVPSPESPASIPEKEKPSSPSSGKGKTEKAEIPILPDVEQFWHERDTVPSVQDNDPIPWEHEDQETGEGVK
MITF inh: MITF inhibitors, primary screen, biochemical, AlphaScreen, human; Microphthalmia-associated transcription factor (Homo sapiens), O75030; AlphaScreen MITF homodimerization, bead proximity signal; inhibition, % at 2.6 µM; hit rate 0.91% among 650,000; in the data active = inhibition above about 50%;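 note: 0% = vehicle wells with protein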
Target sequence (O75030 whole entry, looked up): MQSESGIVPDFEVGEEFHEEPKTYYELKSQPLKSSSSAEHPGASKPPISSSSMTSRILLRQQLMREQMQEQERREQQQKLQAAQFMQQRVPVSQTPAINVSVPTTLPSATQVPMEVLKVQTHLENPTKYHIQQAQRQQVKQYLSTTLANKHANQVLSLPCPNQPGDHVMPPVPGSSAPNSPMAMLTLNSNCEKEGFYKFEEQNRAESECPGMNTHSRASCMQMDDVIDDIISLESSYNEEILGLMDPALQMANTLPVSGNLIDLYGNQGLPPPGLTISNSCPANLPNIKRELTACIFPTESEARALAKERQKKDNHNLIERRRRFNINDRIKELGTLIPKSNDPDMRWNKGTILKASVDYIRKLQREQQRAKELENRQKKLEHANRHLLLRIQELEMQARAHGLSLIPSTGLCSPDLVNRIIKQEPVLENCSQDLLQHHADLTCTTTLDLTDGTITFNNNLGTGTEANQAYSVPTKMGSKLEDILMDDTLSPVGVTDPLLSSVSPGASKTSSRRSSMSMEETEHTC
FBW7 act: FBW7 E3 ligase activators, primary screen, biochemical, AlphaScreen, human; F-box/WD repeat-containing protein 7 (Homo sapiens), Q969H0; AlphaScreen FBW7–phospho-cyclin E peptide binding, activator screen; normalized activity (activation), % at 26.1 µM; hit rate 0.13% among 650,000; AID 1259310, 2017; in the data active = normalized activity above about 1.9%;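 note: purified mutant Fbw7 with reduced substrate affinity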
TEAD-YAP inh: TEAD-YAP interaction inhibition, primary screen, TEAD-YAP interaction inhibitor project, luminescence, HEK-TIYL cells; TEAD-Gal4/YAP UAS-luciferase luminescence; inhibition, % at 9.12 µM; hit rate 1.4% among 640,000; AID 1259422, 2018; in the data active = inhibition above about 32%;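 note: 0% = median of test compound wells and 100% = reference inhibitor wells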
* = called active by the depositor; & = joins results of further samples.

no.	SMILES	GPR151 activ	MITF inh
1	O=C(O)c1ccc(Sc2ccccn2)c([N+](=O)[O-])c1	0.8	-8.9
2	CCOc1ccccc1/C=C1\N=C(c2cccs2)OC1=O	-1.0	1.9
3	Cc1ccc(Cl)cc1Nc1nc(-c2cccnc2)cs1	-0.7	-10.1
4	COC(=O)c1cc(Nc2nc(-c3ccc(OC)cc3)no2)cc(C(=O)OC)c1	0.0	-0.2
5	CCOC(=O)C1=CN(c2ccc(F)cc2)C=C(C(=O)OCC)C1c1cccc(Cl)c1	1.3	-0.3
6	COc1cc(Nc2cc(N3CCC(N4CCOCC4)CC3)nc(N)n2)cc(OC)c1OC	1.3	-1.2
7	COc1cc2c(cc1NC(=O)c1cccc([N+](=O)[O-])c1)oc1ccccc12	6.9*	8.0
8	CC(=O)c1ccccc1-c1ccc2c(c1)CC(CNC(=O)c1ccc3c(c1)OCCO3)O2 (stereo not drawn)	0.9	-21.2

no.	FBW7 act	TEAD-YAP inh
1	0.3	-2.1
2	0.0	-0.2
3	0.0	-19.6
4	-0.2	2.4
5	-0.1	0.7
6	-0.1	-7.0
7	0.0	-1.2
8	-0.3	36.6*

Later entries:
no.	SMILES	GPR151 activ	MITF inh
9	Cc1cccc(-c2noc(CCC(=O)NC3CCCCC3)n2)c1	-1.1	-10.4
10	O=c1nc(SCc2ccccc2)c2c(n1Cc1cccs1)CCCC2	0.4	2.9
11	O=C(Cn1ncc2c1-c1ccccc1OC2)NCCN1CCN(c2ccccc2F)CC1	-1.1	-7.6
12	O=C(c1ccc(Br)o1)N(c1ccc(Cl)cc1)c1nc2ccc(Cl)cc2s1	-0.7	19.3
13	CCOC(=O)Cc1nnc(Nc2cc(C)ccc2C)c2ccccc12	1.1	-3.3
14	Cc1ccc(C(=O)NCC(=O)OCC(=O)Nc2ccc(SC(F)F)cc2)cc1C	1.0	17.1
15	CCOC(=O)C1=CN(C)C=C(C(=O)OCC)C1c1ccc(OC(F)(F)F)cc1	-0.3	-19.9
16	Cc1ccc(N2C(=O)CC(NC3CCCC3)C2=O)cc1 (stereo not drawn)	0.0	16.2

no.	FBW7 act	TEAD-YAP inh
9	-0.1	3.3
10	0.1	1.1
11	-0.2	4.8
12	0.3	-5.2
13	0.1	-5.0
14	0.7	-11.3
15	0.2	-4.2
16	-0.1	3.2

Continued.
no.	SMILES	GPR151 activ	MITF inh
17	CCOc1ccccc1/C=C1/C(=O)N(CC)C(=S)N1C	-1.3	-23.3
18	CCOC(=O)C1=C(C)NC2=C(C(=O)CC(C)(C)C2)C1c1cc(OC)c(OC)cc1[N+](=O)[O-] (stereo not drawn)	-0.1&0.0	4.6&-0.9
19	Cc1nnc(N(CCC#N)CCC#N)s1	1.0	-0.6
20	Cc1ccccc1N1C(=O)NC(=O)/C(=C\c2ccoc2)C1=O	-1.0	52.5*
21	N#CC1=C(SCC(=O)Nc2ccccc2)N=C(N)C(c2nc(-c3ccccc3)cs2)C12CCCCC2 (stereo not drawn)	1.5	5.2
22	CC1CC(C)CN(C(=O)c2ccc(F)cc2)C1 (stereo not drawn)	1.8	15.6
23	COc1cccc(OC)c1C(=O)Nc1c2c(nn1-c1cccc(C)c1)CSC2	-1.1	12.0
24	O=C(CN1CCSCC1)N/N=C/c1ccccc1	-0.2	25.4

no.	FBW7 act	TEAD-YAP inh
17	0.3	-3.2
18	-0.4&-0.4	7.2&0.4
19	-0.1	-2.2
20	-0.1	-7.5
21	-0.1	-0.7
22	0.2	-2.4
23	0.2	5.0
24	0.0	-29.1

The listing continues:
no.	SMILES	GPR151 activ	MITF inh
25	CCS(=O)(=O)N(CC(=O)O)c1ccc(OC)cc1	-1.2	15.5
26	CCC(=O)Nc1ccc(C(=O)Nc2ccc(I)cc2C(=O)O)cc1	-1.3	15.7
27	O=C1CC(NCc2ccco2)C(=O)N1c1ccc(OC(F)(F)Cl)cc1 (stereo not drawn)	1.3	-17.4
28	CCOCc1cc(CN2CCN(CC3CCCCC3)C(CCO)C2)ccc1OC (stereo not drawn)	-1.0	-7.2
29	COc1ccc(/C=C2\SC(N3CCOCC3)=NC2=O)cc1OC	-0.5	-1.5
30	CC(C)(C)NC(=O)N1CCc2ccccc2C1	-0.6	1.2
31	COc1cccc(NC(=O)CSc2nc3ccccc3c(=O)n2CCc2ccccc2)c1	3.1	-1.6
32	CC1=C(C(=O)NCc2cccnc2)C2(CCCCCC2)OC1=O	-0.4	-11.5

no.	FBW7 act	TEAD-YAP inh
25	0.0	1.6
26	0.0	-1.0
27	-0.1	-7.9
28	-0.1	-0.3
29	-0.2	-11.1
30	0.0	10.2
31	-0.1	-1.2
32	0.0	-8.4

Single records, as listed above. Order of values: GPR151 activ, MITF inh, FBW7 act, TEAD-YAP inh
`CC(C)(C)NC(=O)N1CCc2ccccc2C1` across the screens: -0.6, 1.2, 0.0, 10.2
`CCS(=O)(=O)N(CC(=O)O)c1ccc(OC)cc1` across the screens: -1.2, 15.5, 0.0, 1.6
`CCC(=O)Nc1ccc(C(=O)Nc2ccc(I)cc2C(=O)O)cc1` across the screens: -1.3, 15.7, 0.0, -1.0
`COc1ccc(/C=C2\SC(N3CCOCC3)=NC2=O)cc1OC` across the screens: -0.5, -1.5, -0.2, -11.1
`CCOCc1cc(CN2CCN(CC3CCCCC3)C(CCO)C2)ccc1OC` (stereo not drawn) across the screens: -1.0, -7.2, -0.1, -0.3

Further compounds follow.
no.	SMILES	GPR151 activ	MITF inh
33	CCNC(=O)c1ccc2c(c1)N(C)CCS2	-2.2	-3.8
34	O=C(O)CCC(=O)NCc1ccc(CNC(=O)CCC(=O)O)cc1	0.7	5.6
35	CCCCCC1CCC(c2ccc(-c3nc(CCC)no3)cc2)CC1 (stereo not drawn)	-0.2	2.1
36	COc1ccc(NC(=O)CCCOc2cc(=O)n(C)c3ccccc23)c(OC)c1	0.4	9.1
37	CC(=O)Oc1ccc(/C=c2\sc3nc(-c4ccco4)nn3c2=O)cc1	0.4	11.6
38	CC(=O)c1nn(-c2ccc(Cl)cc2)cc1C(=O)c1nc2ccccc2s1	-0.4	5.4
39	COc1cc(-c2c(C#N)c(N)nc3sc(C(=O)c4ccccc4)c(N)c23)cc(OC)c1OC	2.0	-4.6
40	COc1ccc2nc(CN3CCC4(CC3)NC(=O)c3ccccc3O4)ccc2c1	0.1	1.8

no.	FBW7 act	TEAD-YAP inh
33	0.6	-14.9
34	-0.1	0.6
35	0.0	-1.7
36	-0.1	-2.0
37	0.1	3.7
38	0.0	0.2
39	-0.1	-5.8
40	0.1	6.8

Continued, starting with the last four of the part before.
no.	SMILES	GPR151 activ	MITF inh
37	CC(=O)Oc1ccc(/C=c2\sc3nc(-c4ccco4)nn3c2=O)cc1	0.4	11.6
38	CC(=O)c1nn(-c2ccc(Cl)cc2)cc1C(=O)c1nc2ccccc2s1	-0.4	5.4
39	COc1cc(-c2c(C#N)c(N)nc3sc(C(=O)c4ccccc4)c(N)c23)cc(OC)c1OC	2.0	-4.6
40	COc1ccc2nc(CN3CCC4(CC3)NC(=O)c3ccccc3O4)ccc2c1	0.1	1.8
41	CCCCNC(=O)CCc1c(C)nc2c(-c3ccccc3)c(C)nn2c1C	-0.6	-16.1
42	Cc1ccc(CCNC(=O)CS(=O)Cc2nc(-c3ccccc3C)oc2C)cc1 (stereo not drawn)	0.1	-3.7
43	CCOC(=O)/C=C/C(=O)OCC(=O)N1CC(=O)Nc2ccccc21	-0.3	-6.9
44	COc1cc(C)ccc1OCc1cc(C(=O)NCCN2CCOCC2)no1	-1.2	-5.7
45	CCOC(=O)N/N=C/c1ccc(C(C)(C)C)cc1	-0.4	-8.1
46	O=C(Nc1ccc(NC(=O)c2sc3ccccc3c2Cl)cc1)c1ccco1	-1.2	-6.4
47	CCOC(=O)Nc1ccc(C(=O)OC)cc1	0.4	3.1
48	CCCNC(=O)c1ccc(Cl)cc1Cl	-0.2	0.8

no.	FBW7 act	TEAD-YAP inh
37	0.1	3.7
38	0.0	0.2
39	-0.1	-5.8
40	0.1	6.8
41	0.0	-7.1
42	-0.1	-0.9
43	0.0	0.3
44	-0.1	-62.6
45	-0.1	-56.2
46	-0.1	-2.7
47	0.1	-20.5
48	0.1	-0.4

Remaining list, next part:
no.	SMILES	GPR151 activ	MITF inh
49	Cc1cc(-c2nnc(CCC(=O)N(Cc3c(C)nn(C)c3C)C(C)C)o2)c(C)o1	-0.3	-8.5
50	Fc1ccc(-c2nnc3ccc(NCCCN4CCN(Cc5ccccc5)CC4)nn23)cc1	-0.5	-0.3
51	CC(C)CCOc1ccc(C(=O)NCCC(=O)NCCCC(=O)O)cc1	-1.8	12.3
52	CCN(CC)C(=O)C1CCCN(c2nc(C(=O)NCCN3CCOCC3)cs2)C1 (stereo not drawn)	-2.6	4.2
53	CCN(C(=O)CCS(=O)(=O)c1ccc(Cl)cc1)c1ccccc1	0.4	2.4
54	CCn1c(=O)c([N+](=O)[O-])c(N2CCN(c3ccccn3)CC2)c2ccccc21	1.6	6.9
55	CNC(=O)CSc1nnc(C)n1C	1.0	33.0
56	COc1ccc(/C=N/NC(=O)C2COc3ccccc3O2)cc1Br (stereo not drawn)	0.8	-7.5

no.	FBW7 act	TEAD-YAP inh
49	-0.1	-17.5
50	-0.2	-4.1
51	1.0	5.1
52	-0.1	-8.3
53	0.1	-0.4
54	0.0	13.8
55	-0.2	-3.8
56	-0.1	-3.5

Next results follow:
no.	SMILES	GPR151 activ	MITF inh
57	Cc1c(Cl)cccc1N/N=C(/C#N)C(N)=O	-1.2	2.7
58	Oc1ccc(CCNc2nc(Nc3nccc4ccccc34)nc3nc[nH]c23)cc1	-0.6	7.0
59	Nc1nc2nonc2nc1N1CCOCC1	0.5	-5.4
60	COc1ccc(CN2CCN(Cc3ccc(C)s3)CC2CCO)c(C)c1C (stereo not drawn)	0.3	1.9
61	CC(=O)Oc1ccc2cc(NC(=O)c3ccc(C)cc3)c(=O)oc2c1	-0.4	9.1
62	O=C(Nc1ccc(N2CCC(NCCc3cccnc3)CC2)cc1)c1ccccc1F	-1.9	9.4
63	FC(F)(F)c1nc(NCc2cccnc2)c2ccccc2n1	-0.9	-2.6
64	N#Cc1c(N)nc(SCc2ccc(Cl)c(Cl)c2)c(C#N)c1-c1cccs1	-2.5	-6.1

no.	FBW7 act	TEAD-YAP inh
57	-0.6	-3.7
58	-0.1	4.5
59	0.3	4.9
60	-0.1	-3.1
61	0.0	52.5*
62	0.1	-24.5
63	-0.1	12.4
64	0.0	-7.2

More structures follow:
no.	SMILES	GPR151 activ	MITF inh
65	O=C(N/N=C/c1c(O)ccc2ccccc12)c1ccc(F)cc1	-1.4	14.3
66	Cc1nc(-n2cccc2)sc1C(=O)OCc1cc(-c2ccccc2F)on1	0.4	18.1
67	OC1CCC(Nc2nccc(-c3cncc(N4CCOCC4)c3)n2)CC1 (stereo not drawn)	-1.2	-4.3
68	CCCCCCCN1C(=O)c2ccc([N+](=O)[O-])cc2C1=O	-0.1	1.2
69	Clc1ccc(CNc2ccc3nnc(-c4ccccc4)n3n2)cc1	0.9	9.8
70	CC(=O)N1CCc2c(sc(NC(=O)c3ccc(S(=O)(=O)N(CC(C)C)CC(C)C)cc3)c2C(N)=O)C1	1.3	2.9
71	CN(C)CCCNC(=O)C1c2ccccc2Oc2ccccc21	-1.0	-5.9
72	COc1ccc(C(=O)COc2cc(F)ccc2[N+](=O)[O-])c(OC)c1	-0.9	2.3

no.	FBW7 act	TEAD-YAP inh
65	-0.2	75.6*
66	0.3	6.6
67	0.2	29.9
68	-0.3	13.9
69	0.0	0.0
70	0.3	9.8
71	-0.1	3.9
72	-0.1	-2.2

Later entries
no.	SMILES	GPR151 activ	MITF inh
73	CC1CC(C)(C)NC(=S)N1CC(=O)N1CCN(C(c2ccccc2)c2ccc(Cl)cc2)CC1 (stereo not drawn)	-2.9	2.2
74	Cc1c(CNCCc2ccccc2)c(C(=O)O)c(C)n1Cc1ccc(F)cc1Cl	-1.5	4.3
75	CCOc1ccc(OCCSc2nc3ccc(Br)cc3[nH]2)cc1	-0.1	20.8
76	CCc1ccc(C2NC(=O)NC(C)=C2C(=O)OCC(C)C)cc1 (stereo not drawn)	0.6	-11.6
77	O=C(CC1CSc2nccc(=O)n21)NCCC(c1ccccc1)c1ccccc1 (stereo not drawn)	1.1	1.6
78	Cc1nnc(SCc2ccc(Cl)cc2)nc1/C=C/N(C)C	0.0	12.2
79	COc1ccc(NS(=O)(=O)c2ccc(NC(=O)COc3ccc(C)cc3C)cc2)cc1	-0.2	17.7
80	CCOC(=O)C1=C(C)NC2=C(C(=O)C(C(=O)OC)C(C)C2)C1c1ccccc1F (stereo not drawn)	0.3&-1.6	-8.3&-9.4

no.	FBW7 act	TEAD-YAP inh
73	-0.1	-28.2
74	0.0	4.7
75	1.4	-10.8
76	-0.2	-12.7
77	0.1	4.3
78	0.0	7.9
79	0.4	9.7
80	-0.2&0.0	9.5&-6.5

This is a random part of the collection; overall some 3.4% were active at least once.
